Compound activity as filed in PubChem BioAssay.
UDG counter = Primary qHTS assay for inhibitors of Activation Induced Cytidine Deaminase (AID): UDG Counterscreen signal; AID 1347430, 2020; Uracil-DNA glycosylase; FRET deamination/UDG coupled assay, UDG read, 4 h; Potency, µM (highest dose often 115 µM), for inactives: top-dose activity change, negative = inhibition, usual class: inhibitors; 0.14% of 91,000 active; also: nearly all actives have a fitted effect of over 65% in size
AID inh = Primary qHTS assay for inhibitors of Activation Induced Cytidine Deaminase (AID): AID signal; AID deamination FRET fluorescence, UDG-coupled, 4 h; Potency, µM (highest dose often 115 µM), inactives show at the highest dose activity change, negative = inhibition, hits mostly inhibitors; 0.32% of 91,000 active; also: nearly all actives have a fitted effect of over 25% in size
Target sequence (Q9GZX7 whole entry, looked up): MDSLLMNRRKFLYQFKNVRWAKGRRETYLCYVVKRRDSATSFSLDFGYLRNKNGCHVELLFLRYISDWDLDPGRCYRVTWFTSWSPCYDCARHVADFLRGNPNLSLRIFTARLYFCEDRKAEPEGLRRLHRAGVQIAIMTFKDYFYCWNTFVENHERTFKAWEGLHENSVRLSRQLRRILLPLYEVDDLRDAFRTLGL
Starred values were filed as active, the others as inactive; ? = inconclusive; & = joins results of further samples; [ ] = dose if it differs, or a comment. Calls follow the shape of the dose curve; as a rule, active = well fitted curve in the direction sought with a large enough effect; inconclusive = small, poorly fitted or top-dose-only effect, or another doubt; inactive = no such curve, though single readings can be large; an effect the other way counts as inactive or inconclusive. % is scaled to controls: 0 for no effect and ±100 for the full control effect; potency is read from the fitted curve at half-maximal effect. A portion of the library; count on the stated rates, not on these rows.

SMILES	UDG counter	AID inh
CCOC(=O)c1c(S(=O)(=O)N2CCC(C(=O)NCc3ccccc3Cl)CC2)c(C)n(C)c1C	-0.8%	-7.5%
Cc1cccc(-c2nc3c(cnn3-c3ccccc3)c(=O)n2-c2ccc(Cl)cc2)c1	-0.4%[57.5 µM]	-4.2%[57.5 µM]
O=C(N/N=C/c1cccc(Cl)c1Cl)C1CC1	-2.0%	-2.4%
Cc1cc(-n2c(C)nc3ccccc3c2=O)ccc1NC(=O)c1cccc([N+](=O)[O-])c1	16.1%	-14.3%
CCOC(=O)c1c(C)[nH]c(C)c1S(=O)(=O)N1CCCC(C(=O)Nc2ccc(OC)c(Cl)c2)C1 (centres undefined)	-0.7%	-3.5%
Cc1ccc(OCC(=O)Nc2ccc3c(C)cc(=O)oc3c2)cc1C	12.6%	17.5%
COc1ccc(CCNC(=O)CCc2c(C)nc3c(c(C)nn3-c3ccccc3)c2C)c(OC)c1	-14.9%[57.5 µM]	0.0%
Cc1cc(C)c2oc(C(=O)Nc3ccc(S(=O)(=O)N4CCC(C)CC4)cc3)cc(=O)c2c1	-12.2%[57.5 µM]	-18.7%
COc1ccc(N2CCN(CCCNC(=O)c3cnn(-c4ccc(F)cc4)c3-n3cccc3)CC2)cc1	-6.2%	-0.5%
CC(OC(=O)c1cccc(S(=O)(=O)N2CCOCC2)c1)C(=O)c1c[nH]c2ccccc12 (centres undefined)	6.4%	10.7%
Cc1cccc(NC(=O)CSc2nc3ccccc3nc2N2CCOCC2)c1C	-9.1%	5.6%
CCc1ccc(C(=O)c2cn(CC(=O)Nc3ccc(F)cc3)c3ccc(OC)cc3c2=O)cc1	-5.6%	-10.9%
COCC(C)NC(=O)CCC1CCCO1 (centres undefined)	-4.5%	-1.4%
COc1ccc(N2CCN(C(=O)C3CCN(S(=O)(=O)c4cccc5nonc45)CC3)CC2)cc1	-18.8%	8.5%
Cc1ccc(CNC(=O)CCc2nnc3n(C)c(=O)c4sccc4n23)cc1	9.9%	18.9%
Cc1ccc(C)c(C(=O)Nc2ccc(N(C)C)cc2)c1	2.7%	12.5%
CC(=O)N1CCc2cc(CNS(=O)(=O)c3ccc(Cl)s3)ccc21	4.7%[57.5 µM]	18.3%
Cc1ccc(NC(=O)CN(C)S(=O)(=O)c2ccc3nc(C)sc3c2)c(C)c1	7.4%	13.0%
COc1ccccc1Cn1c(C2CC(=O)N(c3ccccc3OC)C2)nc2ccccc21 (centres undefined)	?	?
CCOC(=O)c1ccc(/C=C/c2ccccn2)cc1	-4.5%	-3.6%
COc1ccc(CNC(=O)c2ccc(C)cc2)cc1	2.3%	-8.2%
Cc1cccc(OCC(=O)NCC2(N3CCN(C)CC3)CCCCC2)c1	-0.6%[57.5 µM]	1.9%
COC(=O)CNC(=O)Cn1ccc2ccc(OCc3ccccc3)cc21	-7.4%	-2.9%
CCc1cccc(NC(=O)c2cc3c(=O)[nH]c4ccccc4c3n2C)c1	-6.5%	?
O=C(CSc1nnc(-c2ccc(Cl)cc2)o1)N1CCc2ccccc21	-0.8%	4.3%
CCSc1oc(-c2cccs2)nc1S(=O)(=O)c1ccc(Br)cc1	-5.0%	12.8%
COc1ccc(CCNC(=O)CCc2cn(Cc3ccc(C)cc3)c3ccccc23)c(OC)c1OC	8.2%	-6.3%
Cc1ccc(S(=O)(=O)c2nnn3c2nc(NC(C)C)c2sccc23)cc1	16.4%	4.2%
COc1ccc(NC(=O)CSc2nc3ccccc3nc2N2CCCC2)cc1	0.1%	-6.4%
COc1ccc(CCNC(=O)Cn2c(=O)c3cccn3c3ccc(F)cc32)c(OC)c1	-6.8%[57.5 µM]	-7.8%

In the list so far, these have an aryl thioether with sulfur outside any ring:
SMILES	UDG counter	AID inh
Cc1cccc(NC(=O)CSc2nc3ccccc3nc2N2CCOCC2)c1C	-9.1%	5.6%
O=C(CSc1nnc(-c2ccc(Cl)cc2)o1)N1CCc2ccccc21	-0.8%	4.3%
CCSc1oc(-c2cccs2)nc1S(=O)(=O)c1ccc(Br)cc1	-5.0%	12.8%
COc1ccc(NC(=O)CSc2nc3ccccc3nc2N2CCCC2)cc1	0.1%	-6.4%

Next part
SMILES	UDG counter	AID inh
COc1ccccc1CNC(=O)CCn1c(=O)c2ccccc2n(CC(=O)Nc2cc(Cl)ccc2C)c1=O	-2.8%	6.6%
CC(=O)c1ccc(NC(=O)c2cc(-c3ccc4c(c3)OCO4)on2)cc1	0.0%	15.2%
CCCNc1c(NC(=O)C2CCC(C)CC2)c(=O)oc2ccccc12 (centres undefined)	10.3%	-11.1%
CCOC(=O)c1ccc(NC(=O)C2CCN(S(=O)(=O)c3ccc4c(c3)CCCC(=O)N4)CC2)cc1	13.8%	23.7%
O=C(NCc1ccc(CN2CCCCC2)cc1)c1ccc(F)cc1Br	-2.0%	-1.6%
CCCc1ccc(-c2cc(C(=O)Nc3cccnc3)c3ccccc3n2)cc1	-10.4%	5.4%
O=C(CSc1nnc2ccc(-c3ccccc3)nn12)NCc1ccc2c(c1)OCO2	0.6%	-15.4%
Cc1ccc(C(=O)NCc2ccc(N(C)C)cc2)cc1NC(=O)c1nsc2ccccc12	-5.5%	6.2%
O=C(NCC(c1cccs1)S(=O)(=O)c1cccs1)c1cccc(F)c1 (centres undefined)	-12.3%	-10.1%
COc1cc(OC)c(NC(=O)Cc2ccc(-n3c(C)nc4cccnc43)cc2)cc1Cl	19.4%	4.0%
CC1CCCCN1CCNC(=O)CCc1nc2ccccc2[nH]1 (centres undefined)	-2.5%	7.4%
CCOC(=O)Cn1c(=O)cc(C(F)(F)C(F)(F)F)c2c(C)nn(CC)c21	4.0%	-0.3%
COc1ccc(CNC(=O)C2Cc3ccccc3S2)cc1OC (centres undefined)	-4.5%	-3.2%
COC(=O)c1c(-c2cccs2)csc1NC(=O)COc1ccc(C(C)(C)C)cc1	-0.2%	9.6%
CC(C)Cn1c(=O)c2ccccc2n2c(CCC(=O)Nc3ccc(F)cc3)nnc12	-9.0%	-4.7%
CCc1ccccc1NC(=O)C(=O)c1c[nH]c2ccccc12	-9.0%	2.7%
O=C(c1nn(Cc2ccccc2)c(=O)c2ccccc12)N1CCN(c2ccccc2O)CC1	3.0%	-1.1%
CCc1ccc(N(CC)C(=O)Cn2cnc3sc(C)c(S(=O)(=O)N4CCN(c5ncccn5)CC4)c3c2=O)cc1	0.4%	30.7%
COc1ccc(C(=O)N2CCN(C(=O)COc3ccc(C)cc3)CC2)cc1OC	-1.5%	6.3%
O=C(NCCc1csc(-c2ccc(F)cc2)n1)c1ccco1	-23.0%	-2.6%
Cc1ccc(O)c(NC(=O)CCSc2nc(-c3ccco3)cc(C(F)(F)F)n2)c1	-8.4%[57.5 µM]	-8.1%[57.5 µM]
CC(=O)Nc1ccc(NC(=O)CC2Sc3ccc(C(F)(F)F)cc3NC2=O)cc1 (centres undefined)	1.2%	8.6%
CCOC(=O)CSc1nc2c([nH]c3ccccc32)c(=O)n1-c1ccc(OC)cc1	-10.6%	7.3%
O=C(Nc1cc(Cl)ccc1Cl)c1cc(S(=O)(=O)N2CCc3ccccc3C2)ccc1F	-6.0%	2.7%
O=C(O)c1cccc(-c2ccc(CNC3CCCC3)o2)c1	4.0%	11.5%
C[N+](C)(C)CCOC(=O)CCC(=O)O	-1.4%	-0.4%
COc1ccc(-c2nsc(NC(=O)C(C)Oc3ccc(Cl)c(C)c3)n2)cc1 (centres undefined)	4.8%[57.5 µM]	2.5%
Cc1nc(-c2ccc3c(c2)Cc2ccccc2-3)cs1	-1.8%	-0.3%
O=c1c(N2CCN(c3cccc(C(F)(F)F)c3)CC2)csc2ccccc12	-2.5%	5.0%
Cc1ccc2occ(CC(=O)N(Cc3ccc(C(C)C)cc3)C3CCS(=O)(=O)C3)c2c1 (centres undefined)	-11.1%	?

Compounds shown so far with bromine, in the order listed:
SMILES	UDG counter	AID inh
CCSc1oc(-c2cccs2)nc1S(=O)(=O)c1ccc(Br)cc1	-5.0%	12.8%
O=C(NCc1ccc(CN2CCCCC2)cc1)c1ccc(F)cc1Br	-2.0%	-1.6%

(further entries)
SMILES	UDG counter	AID inh
Cc1ccc(Nc2nc(NC3CCCCCC3)nc3c2cnn3-c2ccccc2)cc1	-10.3%	-14.9%
COc1ccc(CNC(=O)CCCn2nc(C)n3c(cc4sccc43)c2=O)cc1	-0.1%	6.2%
O=C(Nc1ccc2nc3n(c(=O)c2c1)CCCCC3)C(=O)Nc1ccccc1F	-16.4%[57.5 µM]	-7.0%
CCC(C)NC(=O)Cn1c(=O)n(Cc2ccc(C(=O)NCCCOC)cc2)c(=O)c2ccccc21 (centres undefined)	-4.5%	9.1%
CCC1c2ccsc2CCN1C(=O)/C=C/c1cccc(C)c1 (centres undefined)	-10.7%	-22.7%
COc1ccc(CCNC(=O)c2c(C)oc3nc(C)nc(N4CCOCC4)c23)cc1OC	5.1%	18.6%
O=C(CN1C(=O)CCc2cc(S(=O)(=O)N3CCOCC3)ccc21)NCc1ccccc1Cl	1.3%	2.4%
O=C(NCc1cccnc1)C1CCN(C(=O)c2cccc(C(F)(F)F)c2)CC1	-6.8%	-3.4%
CNc1ccc(Oc2ccccc2)cc1	-5.0%	20.7%
COc1cc(/C=C/c2nc(C#N)c(NCCN3CCOCC3)o2)cc(OC)c1OC	-15.6%	-9.0%
COc1ccc2[nH]c(C(=O)N3CCN(Cc4ccccc4)CC3)cc2c1OC	2.0%	0.8%
COc1ccc(C(=O)Nc2ccc3c(c2)CCCN3S(=O)(=O)c2ccc(C)cc2)c(OC)c1	1.4%	-11.8%
CCOC(=O)c1ccc(NC(=O)C2=C(C)Nc3nc(CCCO)nn3C2c2ccc(OC)cc2)cc1 (centres undefined)	5.9%&4.0%	-9.3%&0.6%
CN(C)C(CNC(=O)/C=C/c1ccccc1)c1ccsc1 (centres undefined)	-4.6%	-2.6%
Cc1cccc(N2CCN(CCCNC(=O)c3nnc(Cc4c(F)cccc4Cl)o3)CC2C)c1 (centres undefined)	-7.8%	-27.2%
CN1NC2(CCCCC2)N(c2ccccc2)C1=S	-2.1%	-1.4%
CCC1=Nc2cc(C(=O)NCCCOC(C)C)ccc2Sc2ccc(C)cc21	-10.6%	?
CC(=O)N1c2ccc(S(=O)(=O)NCCC(=O)N(C)Cc3ccco3)cc2CC1C (centres undefined)	-10.1%	-8.5%
CCc1ccc(-c2nc(SC(C(=O)N3CCCC3)c3ccccc3)n[nH]2)cc1 (centres undefined)	-5.6%	-4.0%
O=C(Cn1nc(-c2cccs2)c2ccccc2c1=O)NCCc1ccc(Cl)cc1	-1.8%	-2.8%
CCn1nc(C(=O)OCC(=O)Nc2cc(C(F)(F)F)ccc2Cl)c2ccccc2c1=O	-0.5%	-10.2%
C/C=C/C=C/C(=O)NC(C)c1cc(F)ccc1F (centres undefined)	2.1%	-4.0%
Cc1cccc(C(=O)N(Cc2ccco2)C2CC2)c1	11.2%	2.0%
Cc1ccc(S(=O)(=O)N2CCCC2)cc1C(=O)Nc1ccc(-c2nc3ccccc3[nH]2)cc1	8.9%	12.0%
O=C(CSc1nnc(-c2ccncc2)n1-c1ccccc1)Nc1ccc(F)cc1	-2.9%	-1.7%
O=S(=O)(NCCc1ncc2ccccn12)c1ccccc1	-8.2%	-1.0%
CONC(=O)c1cccc(C#N)c1	8.0%	3.2%
COc1ccc(CCNC(=O)C23CC4CC(CC(C4)C2)C3)cc1	8.9%	5.5%
CCOc1cccc2cc(C(=O)Nc3ccccc3C(C)(C)C)c(=O)oc12	-5.0%	5.8%
Clc1ccccc1-c1nc(Nc2ccccc2)nc2ccc(Br)cc12	?	-26.0%
CN(CC(=O)Nc1ccc2[nH]c(=O)[nH]c2c1)Cc1ccccc1N1CCCCC1	0.7%	0.4%
CC1CCc2nn(CC(=O)Nc3ccccc3Cl)cc2C1 (centres undefined)	1.1%	-11.9%
Cc1ccc(Cn2c(CCCOc3ccc(Cl)cc3Cl)n[nH]c2=S)cc1	-7.1%	-5.8%
COc1cc2c(cc1OC)n(CC(=O)c1cccc(Cl)c1)c(=O)n1nc(CCn3nc(C)cc3C)nc21	0.3%	3.4%
O=C(Nc1ccc2nc(SCC(=O)N3CCCC3)sc2c1)c1cccc(Br)c1	1.7%[57.5 µM]	-6.0%
Cc1cc(Br)ccc1NC(=O)COc1cc(=O)n(C)c2ccccc12	-8.5%	1.4%
COc1ccc(OCC(=O)Nc2ccc3nn(-c4ccc(OC)cc4)nc3c2)cc1	-5.4%	212.6%[activator]
N[C@@H](Cc1c[nH]c2ccccc12)C(=O)O	11.9%	8.3%
Cc1ccc2c(c1)-c1c(c(C(=O)NCCc3ccccc3)nn1C)CS2	-29.7%	?
CC(C)N(Cc1ccccc1)C(=O)c1cc2ccc3cccnc3c2[nH]1	?	?
COc1cccc(CNC(=O)c2ccc(NC(=O)N3CC(C)Sc4ccccc43)cc2)c1 (centres undefined)	11.5%	0.6%
O=C(CC1CCCCC1)NNC(=O)c1cccc(Cl)c1	-7.5%	-5.4%
CCN1C(=O)COc2ccc(NC(=O)c3oc4cc(C)cc(C)c4c3C)cc21	-12.3%	-13.3%
CC(=O)N1C=Cc2ccccc2C1CC(=O)Nc1ccc(S(=O)(=O)N2CCC(C)CC2)cc1 (centres undefined)	-1.7%	36.4%[activator]
CCC(Oc1ccccc1F)C(=O)Nc1ccccc1Cl (centres undefined)	-3.5%	-5.5%
O=C(O)c1ccccc1SC(F)F	5.7%	-1.5%
COc1ccc(C(=O)N2N=C(c3ccccc3)CC2c2ccc3nccnc3c2)cc1 (centres undefined)	-3.0%	-10.6%
COc1cccc(C(=O)c2cn(CC(=O)NCCc3ccccc3)c3nc(C)ccc3c2=O)c1	28.5%	9.9%
